mIAP block = inhibitors of mouse IAP, primary screen, biochemical, luminescence, uHTS. intestinal alkaline phosphatase [Mus musculus]. purified mouse IAP, CDP-Star luminescence, 30 min. inhibition, % at 10 µM. hit rate 0.2% among 330,000. AID 2806, 2010;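 active = inhibition of at least 40% at 10 µM in the primary screen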;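 also: plate controls were DMSO with enzyme for no effect and no enzyme wells for full effect; values of inactives mirror those of a sister screen read the other way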
A3G deaminase = APOBEC3G DNA deaminase inhibitors, primary screen, biochemical, fluorescence, single-stranded DNA substrate, uHTS. inhibition, % at 20 µM. recombinant A3G, ssDNA deamination FAM/TAMRA fluorescence. hit rate 0.28% among 330,000. AID 493012, 2011. DNA dC->dU-editing enzyme APOBEC-3G (Homo sapiens), Q9HC16;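 active = inhibition of at least 40% at 20 µM, with no more than 30% in the related APOBEC3A deaminase screen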;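 also: plate controls were DMSO wells with A3G for no effect and wells lacking A3G enzyme for full effect; some compounds called inactive have numbers as strong as hits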
hIAP inh = human IAP inhibitors, primary screen, biochemical, luminescence, uHTS; Intestinal-type alkaline phosphatase (Homo sapiens), P09923; purified IAP, CDP-Star luminescence, 30 min; inhibition, % at 10 µM; hit rate 0.12% among 330,000; AID 2544, 2010;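 active = inhibition reaching a set limit with compound at 10 µM in the primary screen, cut at about 35% in these data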;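 also: plate controls were DMSO wells with enzyme for no effect and no-enzyme buffer wells for full effect; values of inactives mirror those of a sister screen read the other way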
Target sequence (P09923 whole entry, looked up): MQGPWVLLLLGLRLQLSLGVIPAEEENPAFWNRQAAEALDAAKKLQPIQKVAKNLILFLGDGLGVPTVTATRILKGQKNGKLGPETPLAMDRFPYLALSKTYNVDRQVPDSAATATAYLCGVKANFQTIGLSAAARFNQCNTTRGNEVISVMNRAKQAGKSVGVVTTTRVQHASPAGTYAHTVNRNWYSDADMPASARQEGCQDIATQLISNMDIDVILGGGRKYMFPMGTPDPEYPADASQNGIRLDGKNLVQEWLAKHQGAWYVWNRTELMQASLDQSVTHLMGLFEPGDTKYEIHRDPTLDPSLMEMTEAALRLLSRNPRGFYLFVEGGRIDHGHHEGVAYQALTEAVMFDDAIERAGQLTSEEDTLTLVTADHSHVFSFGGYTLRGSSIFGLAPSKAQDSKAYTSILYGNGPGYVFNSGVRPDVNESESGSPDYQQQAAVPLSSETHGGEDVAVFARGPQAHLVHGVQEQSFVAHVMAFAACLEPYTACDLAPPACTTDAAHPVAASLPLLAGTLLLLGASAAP
tim10-1 inh = growth inhibitors of tim10-1 mutant yeast, primary screen, luminescence, uHTS; S. cerevisiae tim10-1 ts strain growth, BacTiter-Glo, 24 h; inhibition, % at 20 µM; hit rate 2.2% among 330,000;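 active = inhibition of at least 40%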;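 also: mutant grown at 25 °C; 0% = DMSO wells with yeast and 100% = wells holding no yeast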
beta cell repl = inducers of MIN6 beta-cell proliferation, primary screen, ATP luminescence, uHTS | MIN6 cells proliferation, ATPlite luminescence, 48 h; cells starved in 0.2% serum; 100% = growth in 10% serum | proliferation, % at 10 µM | hit rate 0.29% among 330,000 | AID 2380, 2010;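 active = compounds whose signal lies at least 3.5 SD above the mean of all wells on their plate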;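 also: 0% = DMSO-treated cells in low-serum medium and 100% = 10% serum control; some compounds called inactive have numbers as strong as hits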
mIAP act = activators of mouse IAP, primary screen, biochemical, luminescence, uHTS; muIAP, CDP-Star luminescence, 30 min; active compounds read high; 1 = vehicle-only enzyme signal, 0 = enzyme-free wells; activation factor at 10 µM; hit rate 0.24% among 330,000;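 active = activation factor of at least 2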; also: the source names both 10 and 20 µM as test concentration; values of inactives mirror those of a sister screen read the other way
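Assay system: mouse IAP enzyme; Reagent: CDP-Star chemiluminescent phosphatase substrate; Compound: DMSO-dissolved test compounds; Incubation: 30 min, room temperature; Technique: luminescence from enzymatic CDP-Star hydrolysis; Controls: DMSO-only wells and no-enzyme negative control.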
NLRP3 yeast inh = NALP3 inflammasome inhibitors in reconstituted yeast, primary screen, luminescence, uHTS. Yeast reconstituted NLRP3/ASC/caspase-1, beta-gal luminescence, 24 h. inhibition, % at 10 µM. hit rate 0.39% among 330,000. AID 2825, 2010;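 active = inhibition of 50% or more; inactive = inhibition below 50%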;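 also: plate controls were induced DMSO wells for no effect and uninduced yeast grown without galactose for full effect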
TIM10 inh = growth inhibitors of isogenic TIM10 control yeast, primary screen, counter-screen for tim10-1 yeast inhibitor project, luminescence, uHTS. hit rate 1.4% among 330,000. S. cerevisiae TIM10 strain growth, BacTiter-Glo luminescence, 24 h. inhibition, % at 10 µM. AID 463195, 2010;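 active = inhibition of 40% or more at the single tested concentration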;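 also: wild-type TIM10 isogenic control strain grown at permissive 25 °C; 0% = DMSO yeast wells and 100% = minimal medium wells without yeast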
A3A deaminase = APOBEC3A ssDNA deaminase inhibitors, primary screen, selectivity assay for APOBEC3G inhibitor project, biochemical, FAM/TAMRA oligo cleavage fluorescence; DNA dC->dU-editing enzyme APOBEC-3A (Homo sapiens), P31941; recombinant A3A, FAM/TAMRA ssDNA deamination fluorescence; inhibition, % at 20 µM; hit rate 0.41% among 330,000; AID 493011, 2011;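 active = at least 40% inhibition at 20 µM here, with at most 30% in a related deaminase screen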;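 also: plate controls were A3A with DMSO for no effect and wells lacking A3A enzyme for full effect; some results filed as inactive read as strong as hits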
Target sequence (P31941 whole entry, looked up): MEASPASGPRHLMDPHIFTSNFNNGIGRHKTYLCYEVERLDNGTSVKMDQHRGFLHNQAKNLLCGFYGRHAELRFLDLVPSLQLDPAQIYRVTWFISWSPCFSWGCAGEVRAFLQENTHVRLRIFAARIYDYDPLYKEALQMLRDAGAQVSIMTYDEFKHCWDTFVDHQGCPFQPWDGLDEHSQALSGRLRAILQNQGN
An asterisk follows results filed as active.

1. CC(C)CCC(C)NC(=O)Cc1ccc(S(=O)(=O)N2CCOCC2)s1 (stereo not given)
2. CCC(=O)Nc1ccc(NC(=O)CSc2nnc(-c3ccco3)n2CC)cc1
3. CCOc1ccc(Br)cc1C1=NN(C(C)=O)C(c2ccc([N+](=O)[O-])s2)O1 (stereo not given)
4. CNc1nc(C)nc(N/N=C/c2ccccc2)n1
5. COc1ccc(C)cc1NC(=O)NNC(=O)c1ccoc1C
6. COc1cccc(CN2CCNC(=O)C2CC(=O)NCCc2ccccn2)c1 (stereo not given)
7. CCCN(Cc1cc2ccccc2[nH]c1=O)C(=O)c1cccc([N+](=O)[O-])c1
8. Cc1noc(C)c1C(=O)Nc1ccccn1

assay / compound	1	2	3	4	5	6	7	8
mIAP block	-1	-8	0	-1	11	-2	4	-4
beta cell repl	-1	-2	-7	2	-1	1	2	-3
A3A deaminase	-2	-3	6	5	-5	1	-3	2
tim10-1 inh	-7	-9	64*	-10	16	-1	15	14
A3G deaminase	-4	-11	-4	-6	-9	-9	-4	-8
TIM10 inh	-2	0	45*	3	2	-18	-3	-14
NLRP3 yeast inh	7	6	16	23	0	1	1	0
hIAP inh	-14	-10	-9	-3	9	-16	14	3
mIAP act	1	1.1	1	1	0.89	1	0.96	1

9. Cc1c(C(=O)NCC(C)C)sc2nc(-c3ccc(F)cc3)cn12
10. CC1(C)CC(=NNC(=O)c2n[nH]c3c2CCC3)CC(C)(C)N1
11. Cc1ccc(C(=O)NCC(=O)OCC(=O)Nc2ccccc2C#N)s1
12. CCCCN1CC(=O)N2[C@H]3c4ccccc4OC[C@@H]3[C@H](c3ccccc3)[C@]2(C)C1=O
13. COc1ccc(CC(=O)NC(=S)Nc2ccc(S(=O)(=O)NC(C)(C)C)cc2)cc1
14. CCOc1ccc(S(=O)(=O)Nc2cc(F)ccc2F)c2cccnc12
15. CC(C)(C)NC(=O)NC(=O)COC(=O)C1CC(=O)N(Cc2ccccc2)C1 (stereo not given)
16. O=C(COC(=O)Cc1ccc(S(=O)(=O)N2CCOCC2)s1)NCc1ccccc1

assay / compound	9	10	11	12	13	14	15	16
mIAP block	4	-2	-7	5	4	1	17	5
beta cell repl	-3	-2	-1	-1	-1	2	0	-3
A3A deaminase	-5	2	-3	-2	-2	16	1	0
tim10-1 inh	1	0	10	22	26	-9	8	10
A3G deaminase	-8	-1	-12	-6	-4	0	0	-3
TIM10 inh	-8	-11	7	5	7	0	-10	6
NLRP3 yeast inh	7	-10	11	4	18	13	-1	0
hIAP inh	8	-24	-5	-2	-7	2	16	-6
mIAP act	0.96	1	1.1	0.95	0.96	0.99	0.83	0.95

17. Cc1ccc(CNS(=O)(=O)c2ccc(CN3C(=O)c4cccnc4C3=O)cc2)o1
18. Cc1ccc(C2/C(=C(/O)c3ccc(Cl)cc3)C(=O)C(=O)N2CC2CCCO2)o1 (stereo not given)
19. CCOC(=O)c1sc(C)c(C(N)=O)c1NC1=NCCCCC1
20. O=C(N/N=C\c1ccc(O)c([N+](=O)[O-])c1)C1COc2ccccc2O1 (stereo not given)
21. CCOC(=O)c1nc2c(=O)n(C)c(=O)n(C)c2n(C)c1=O
22. CCS(=O)(=O)N1Cc2ccccc2CC1C(=O)Nc1ccccc1OC (stereo not given)
23. COC(=O)Nc1ccc(OCC(=O)N2CCOCC2)cc1
24. Cc1ccsc1CN(C)CC(=O)Nc1cccc(S(=O)(=O)N(C)c2ccccc2)c1

assay / compound	17	18	19	20	21	22	23	24
mIAP block	-4	2	4	4	4	1	4	-5
beta cell repl	-2	2	-3	-3	-1	2	-2	-6
A3A deaminase	-2	0	2	1	-3	-1	0	0
tim10-1 inh	-5	-8	1	5	-8	2	6	28
A3G deaminase	-5	-5	1	1	0	-8	0	-2
TIM10 inh	4	-13	-5	9	8	8	17	0
NLRP3 yeast inh	-2	4	22	-34	25	5	12	15
hIAP inh	3	5	13	-10	10	-1	3	-8
mIAP act	1	0.98	0.96	0.96	0.96	0.99	0.96	1.1

25. COc1cccc(CN(Cc2ccccc2F)S(=O)(=O)c2ccc(S(=O)(=O)NCc3ccccc3)cc2)c1
26. CCOC(=O)N1CCN(C(=O)COc2ccc(Cl)cc2)CC1
27. O=C(NCCN1CCOCC1)c1ccc2c(c1)ncn2C1CCCCC1
28. COc1cccc(/C=C/C(=O)OCC(=O)c2c(N)n(C)c(=O)n(C)c2=O)c1
29. COC(=O)c1cccc(-c2ccc(C(c3c(C)[nH][nH]c3=O)c3c(C)[nH][nH]c3=O)o2)c1
30. CCc1nnc(NS(=O)(=O)c2ccc(NC(=S)NC(=O)/C=C/c3ccccc3)cc2)s1
31. Cc1ccc(S(=O)(=O)NCC(C)NS(C)(=O)=O)cc1 (stereo not given)
32. CC(=O)n1nc(-c2ccc(Cl)cc2)nc1NCc1ccco1

assay / compound	25	26	27	28	29	30	31	32
mIAP block	6	-12	8	-6	7	0	16	6
beta cell repl	-1	-1	-3	-7	-5	4	-1	-4
A3A deaminase	1	0	4	3	-1	1	-2	3
tim10-1 inh	14	-3	5	20	33	7	7	9
A3G deaminase	1	-2	-7	7	15	3	-7	-1
TIM10 inh	-13	7	-6	4	5	9	7	-2
NLRP3 yeast inh	1	2	-16	1	0	4	-6	17
hIAP inh	-12	5	3	-23	-19	9	1	-9
mIAP act	0.94	1.1	0.92	1.1	0.93	1	0.84	0.94

Reprinted from the results shown, 13 compounds:
20. O=C(N/N=C\c1ccc(O)c([N+](=O)[O-])c1)C1COc2ccccc2O1 (stereo not given)
21. CCOC(=O)c1nc2c(=O)n(C)c(=O)n(C)c2n(C)c1=O
22. CCS(=O)(=O)N1Cc2ccccc2CC1C(=O)Nc1ccccc1OC (stereo not given)
23. COC(=O)Nc1ccc(OCC(=O)N2CCOCC2)cc1
24. Cc1ccsc1CN(C)CC(=O)Nc1cccc(S(=O)(=O)N(C)c2ccccc2)c1
25. COc1cccc(CN(Cc2ccccc2F)S(=O)(=O)c2ccc(S(=O)(=O)NCc3ccccc3)cc2)c1
26. CCOC(=O)N1CCN(C(=O)COc2ccc(Cl)cc2)CC1
27. O=C(NCCN1CCOCC1)c1ccc2c(c1)ncn2C1CCCCC1
28. COc1cccc(/C=C/C(=O)OCC(=O)c2c(N)n(C)c(=O)n(C)c2=O)c1
29. COC(=O)c1cccc(-c2ccc(C(c3c(C)[nH][nH]c3=O)c3c(C)[nH][nH]c3=O)o2)c1

assay / compound	20	21	22	23	24	25	26	27	28	29
mIAP block	4	4	1	4	-5	6	-12	8	-6	7
beta cell repl	-3	-1	2	-2	-6	-1	-1	-3	-7	-5
A3A deaminase	1	-3	-1	0	0	1	0	4	3	-1
tim10-1 inh	5	-8	2	6	28	14	-3	5	20	33
A3G deaminase	1	0	-8	0	-2	1	-2	-7	7	15
TIM10 inh	9	8	8	17	0	-13	7	-6	4	5
NLRP3 yeast inh	-34	25	5	12	15	1	2	-16	1	0
hIAP inh	-10	10	-1	3	-8	-12	5	3	-23	-19
mIAP act	0.96	0.96	0.99	0.96	1.1	0.94	1.1	0.92	1.1	0.93

30. CCc1nnc(NS(=O)(=O)c2ccc(NC(=S)NC(=O)/C=C/c3ccccc3)cc2)s1
31. Cc1ccc(S(=O)(=O)NCC(C)NS(C)(=O)=O)cc1 (stereo not given)
32. CC(=O)n1nc(-c2ccc(Cl)cc2)nc1NCc1ccco1

assay / compound	30	31	32
mIAP block	0	16	6
beta cell repl	4	-1	-4
A3A deaminase	1	-2	3
tim10-1 inh	7	7	9
A3G deaminase	3	-7	-1
TIM10 inh	9	7	-2
NLRP3 yeast inh	4	-6	17
hIAP inh	9	1	-9
mIAP act	1	0.84	0.94

New compounds follow:
33. Cc1ccc(/C=C/c2nc3ccccc3s2)s1
34. CC(C)C[C@@H](CO)N1CCN(CCCc2ccccc2)CCC1=O
35. O=C(CN1C(=O)c2ccccc2S1(=O)=O)N1CCOCC1
36. O=C1C(Cc2cccc([N+](=O)[O-])c2)S/C(=N/N=C/c2ccco2)N1c1ccccc1 (stereo not given)
37. O=c1c2c3c(sc2nc2n1CCCCC2)CCCC3
38. Cc1cc(C)n(C(=O)CNC(=O)Cc2ccccc2)n1
39. COc1ccc(-n2cnc3cc(C(=O)NC4CCCC4)ccc32)cc1
40. Cc1ccsc1C(=O)N1CCCC(CCC(=O)NCc2ccc(F)c(F)c2)C1 (stereo not given)

assay / compound	33	34	35	36	37	38	39	40
mIAP block	-7	2	1	15	13	4	7	-1
beta cell repl	-4	0	-2	0	-3	-1	-1	3
A3A deaminase	-7	-1	2	0	1	-6	-6	1
tim10-1 inh	22	3	1	26	14	10	-14	-2
A3G deaminase	-9	-3	-1	-1	18	-4	-8	-6
TIM10 inh	26	0	-8	-16	2	6	18	-26
NLRP3 yeast inh	16	14	6	2	8	1	8	-1
hIAP inh	-12	12	3	-7	-2	-10	13	-5
mIAP act	1.1	0.98	0.99	0.85	0.87	0.96	0.93	1

41. COc1cccc(CNC(=O)c2n[nH]c3ccccc23)c1
42. Cc1ccccc1C(=O)N1CCc2ccccc2C1
43. CCC(C)NC(=O)C1c2ccccc2C(=O)N1Cc1ccccc1 (stereo not given)
44. Cc1ccc(C(=O)C(C)OC(=O)c2cc3cc([N+](=O)[O-])ccc3oc2=O)cc1 (stereo not given)
45. CCCCc1[nH]c(=O)c(C#N)c2c1CCCC2
46. COc1ccc(NS(=O)(=O)c2cn(C)cn2)cc1Cl
47. CCCCn1c(O)c(N=NC(=O)c2ccncc2)c2cc(Br)ccc21
48. CCOc1ccc(CCNC(=O)c2[nH]c(C)c(C(C)=O)c2C)cc1OCC
49. O=C(C1CC=CCC1)N1CCN(S(=O)(=O)c2ccc(F)cc2)CC1 (stereo not given)
50. COc1ccccc1CNC(=O)C(=O)c1cn(CC(=O)N2CCOCC2)c2ccccc12

assay / compound	41	42	43	44	45	46	47	48	49	50
mIAP block	10	8	5	15	-6	0	8	3	8	-2
beta cell repl	-5	-3	-4	-3	4	-5	-4	2	1	-1
A3A deaminase	2	0	-5	-4	5	-11	-7	-2	0	-2
tim10-1 inh	17	17	0	-18	14	-2	-3	16	11	5
A3G deaminase	-3	13	-8	-4	1	-8	-9	-7	7	-1
TIM10 inh	9	-9	-2	2	-3	-2	8	1	13	4
NLRP3 yeast inh	2	25	26	13	13	16	16	-10	0	0
hIAP inh	-5	-12	-14	14	2	-8	-12	15	0	-36
mIAP act	0.91	0.92	0.95	0.85	1.1	1	0.92	0.97	0.92	1
